# Screens as filed in PubChem BioAssay.
# EZH2 inh: EZH2 (human) methyltransferase inhibition | PRC2 H3K27 methylation, DELFIA TRF, 1 h | inhibition, % at 12.5 µM | 57,000 compounds, 0.35% hits;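 active means mean inhibition of replicates at least 50% and every single replicate also reaching 50%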;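 further: dimethyl H3K27 on biotinylated H3 21-44 peptide detected by antibody; plate controls were median neutral control wells for no effect and median positive control wells for full effect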
# Target sequence (Q15910 whole entry, looked up): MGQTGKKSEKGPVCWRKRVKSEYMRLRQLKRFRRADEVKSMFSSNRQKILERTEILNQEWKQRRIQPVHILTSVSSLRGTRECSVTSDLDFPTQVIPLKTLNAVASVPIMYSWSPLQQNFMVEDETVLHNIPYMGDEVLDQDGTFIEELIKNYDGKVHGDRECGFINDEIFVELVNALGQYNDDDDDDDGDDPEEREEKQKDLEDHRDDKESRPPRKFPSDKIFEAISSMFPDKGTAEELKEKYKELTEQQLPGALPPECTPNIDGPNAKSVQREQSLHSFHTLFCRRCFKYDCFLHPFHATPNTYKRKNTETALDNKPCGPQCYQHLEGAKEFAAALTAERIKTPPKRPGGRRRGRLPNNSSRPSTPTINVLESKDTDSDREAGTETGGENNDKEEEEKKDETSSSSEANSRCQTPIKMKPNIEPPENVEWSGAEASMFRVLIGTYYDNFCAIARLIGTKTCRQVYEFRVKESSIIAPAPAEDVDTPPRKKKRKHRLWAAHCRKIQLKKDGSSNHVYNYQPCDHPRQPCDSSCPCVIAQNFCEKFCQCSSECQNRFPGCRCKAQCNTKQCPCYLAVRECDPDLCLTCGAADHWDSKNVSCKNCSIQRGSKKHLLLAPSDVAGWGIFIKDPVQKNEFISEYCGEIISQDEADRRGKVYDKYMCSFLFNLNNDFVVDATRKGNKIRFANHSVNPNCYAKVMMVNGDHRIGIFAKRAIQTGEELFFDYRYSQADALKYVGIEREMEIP
# IDH1 R132H inh: blocks human IDH1 R132H reductase activity; AID 624101; 70,000 compounds, 0.18% hits; inhibition, % at 10 µM; O75874; diaphorase/resazurin fluorescence, 60 min; in the data active means inhibition above about 34%;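 further: 0% = DMSO and 100% = no enzyme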
# * marks the source's active call; other numbers are inactive results; . = no result given; & = joins results of further samples. These rows are one share of the data; rates above refer to the full screens.
canonical_smiles,IDH1 R132H inh,EZH2 inh
Cc1cc(=O)[nH]c(SCC(=O)Nc2ccc(Br)cc2F)n1,0.5,-10
C[C@@H]1CN([C@H](C)CO)C(=O)Cc2cc(NC(=O)CCC(F)(F)F)ccc2O[C@@H]1CN(C)Cc1ccc(Oc2ccccc2)cc1,2.9,.
COc1ccc(NC(=O)N(C)C[C@@H]2Oc3c(NC(=O)NC(C)C)cccc3C(=O)N([C@H](C)CO)C[C@H]2C)cc1,.,-4
CCC(=O)Nc1ccc2c(c1)C(=O)N(C)C[C@H](OC)[C@H](C)CN(C(=O)c1ccccc1F)[C@@H](C)CO2,-0.1,-2
c1ccc(-c2noc(COc3cccc4ccccc34)n2)nc1,-0.1,28
C[C@@H]1CN([C@H](C)CO)C(=O)Cc2cc(NS(=O)(=O)c3ccc(F)cc3)ccc2O[C@@H]1CN(C)Cc1ccccc1,0.6,3
C[C@@H]1CN([C@H](C)CO)C(=O)c2ccccc2-c2ccccc2CO[C@@H]1CN(C)C(=O)Nc1cccc(F)c1,-6.5,-21
COc1cccc(NC(=O)N(C)C[C@@H]2Oc3ncc(C#Cc4cccnc4)cc3C(=O)N([C@@H](C)CO)C[C@H]2C)c1,-3.2,.
O=C(C[C@@H]1CC[C@H](NC(=O)Nc2cc(F)ccc2F)[C@H](CO)O1)NCCCN1CCOCC1,0.1,12
Cc1ccc(-c2ccc3c(c2)O[C@H](CN(C)Cc2cncnc2)[C@@H](C)CN([C@H](C)CO)S3(=O)=O)cc1,-0.5,11&-10
O=C(CN1C(=O)C2C3CC(c4ccccc4)C(C3)C2C1=O)Nc1cccc([N+](=O)[O-])c1 (stereo not drawn),0.1,5
CO/N=[N+](\[O-])N1CCCC(C(N)=O)C1 (stereo not drawn),.,-7
O=C(CSc1nnnn1-c1ccccc1)Nc1cccc(Br)c1,0.0,-14
O=C(CSc1nnc(-c2ccccc2Cl)o1)c1cc2ccccc2oc1=O,0.5,6
C[C@@H]1CCCCO[C@@H](CN(C)C(=O)CCC(F)(F)F)[C@H](C)CN([C@@H](C)CO)C(=O)c2cc(NS(=O)(=O)c3cn(C)cn3)ccc2O1,3.3,.
O=C1CC(c2ccc(O)c(O)c2)Oc2cc(O)cc(O)c21 (stereo not drawn),4.3,.
Cc1cc(C(=O)Nc2cccc3c2O[C@@H](CN(C)C(=O)Nc2c(C)noc2C)[C@H](C)CN([C@@H](C)CO)C3=O)n(C)n1,1.5,.
COc1ccccc1CNC(=O)C[C@H]1C=C[C@@H](NC(=O)CN(C)C)[C@@H](CO)O1,-0.7,8
COc1cccc(CN(C)C[C@@H]2OCc3cn(nn3)CCCC(=O)N([C@@H](C)CO)C[C@H]2C)c1,2.2,0
CCCN(C)C[C@H]1Oc2cc(-c3ccc(OC)cc3)ccc2S(=O)(=O)N([C@H](C)CO)C[C@H]1C,-1.1,-46
Cc1ccc(S(=O)(=O)c2nc(-c3ccccc3)oc2NCCN2CCOCC2)cc1,-1.5,.
Cc1noc(C)c1NC(=O)N(C)C[C@@H]1Oc2ccc(NC(=O)Nc3ccc(F)cc3)cc2CC(=O)N([C@H](C)CO)C[C@@H]1C,1.0,.
CC(C)C1Cc2c(sc3nc(SCC(=O)Nc4ccc(Cl)cc4Cl)nc(N)c23)CO1 (stereo not drawn),1.3,5
C[C@@H]1CCCCO[C@H](CN(C)C(=O)Nc2ccc(F)cc2)[C@@H](C)CN([C@@H](C)CO)C(=O)c2cc(N(C)C)ccc2O1,0.5,2
COCC(=O)N(C)C[C@H]1Oc2cc(-c3cncnc3)ccc2S(=O)(=O)N([C@@H](C)CO)C[C@@H]1C,-0.2,-21
Cc1ccc(S(=O)(=O)N(C)C[C@@H]2OCCCC[C@H](C)Oc3ccc(NS(=O)(=O)c4cccs4)cc3C(=O)N([C@@H](C)CO)C[C@H]2C)cc1,-12,.
O=C(CN1C(=O)c2ccccc2S1(=O)=O)Nc1ccc(Br)cc1F,-0.4,-14
COc1ccc(NC(=O)CSc2c(C)nn(-c3nnc(C)c(=O)[nH]3)c2C)cc1,-0.4,3
C[C@@H]1CCCCO[C@@H](CN(C)C(=O)Nc2cccc3ccccc23)[C@@H](C)CN([C@H](C)CO)C(=O)c2cc(NC(=O)Cc3ccccc3)ccc2O1,-4.8,.
CCC(=O)Nc1ccc2c(c1)C(=O)N(C)C[C@H](OC)[C@@H](C)CN(Cc1nccs1)[C@H](C)CO2,-0.2,-5
C[C@@H]1CN([C@H](C)CO)C(=O)c2cc(-c3cccnc3)cnc2O[C@@H]1CN(C)C(=O)Nc1ccc(C(F)(F)F)cc1,-0.5,2
CCCC#Cc1ccc2c(c1)O[C@@H](CN(C)C(C)=O)[C@@H](C)CN([C@@H](C)CO)S2(=O)=O,-0.4,-27
Cc1noc(C)c1S(=O)(=O)N(C)C[C@@H]1Oc2ccc(NC(=O)NC(C)C)cc2CC(=O)N([C@H](C)CO)C[C@H]1C,1.0,.
O=[N+]([O-])c1ccccc1S(=O)(=O)Nc1nccs1,0.7,.
COC(=O)c1sc2ncn(CC(=O)Nc3ccccc3OC)c(=O)c2c1C,0.2,13
O=C(Nc1ccc(C(=O)OCc2cccc(C(=O)c3ccccc3)c2)cc1)c1ccccc1,-0.1,27
C[C@@H]1CN([C@@H](C)CO)C(=O)Cc2cc(NC(=O)Nc3ccc4c(c3)OCO4)ccc2O[C@H]1CN(C)Cc1ccc(C(=O)Nc2ccccc2N)cc1,0.0,.
Cc1ccc(CN(C)C[C@H]2OCc3cn(nn3)CCCC(=O)N([C@H](C)CO)C[C@H]2C)cc1,-0.5,-5
C[C@@H]1CN([C@H](C)CO)S(=O)(=O)c2ccc(C#Cc3ccc(F)cc3)cc2O[C@H]1CN(C)S(=O)(=O)c1cn(C)cn1,-0.7,.
COc1ccccc1-c1cn(CC[C@@H]2CC[C@H](NC(=O)c3ccccc3F)[C@@H](CO)O2)nn1,-0.5,4
C[C@@H]1CN([C@@H](C)CO)S(=O)(=O)c2ccc(C#CC3(O)CCCC3)cc2O[C@H]1CN(C)C(=O)Cc1ccncc1,.,-5
COc1cccc(C(=O)Nc2ccc(NC(=O)C3CC=CCC3C(=O)O)cc2)c1 (stereo not drawn),-0.6,9
C[C@H](CO)N1C[C@H](C)[C@H](CN(C)CC2CC2)Oc2c(NS(=O)(=O)c3ccc(F)cc3)cccc2C1=O,.,3
CC(C)[Si](OCCCNS(=O)(=O)c1ccc(Br)cc1)(C(C)C)C(C)C,.,44
COc1ccc(NC(=O)Nc2ccc3c(c2)CC(=O)N([C@H](C)CO)C[C@@H](C)[C@H](CN(C)C(=O)NC2CCCCC2)O3)cc1,-0.7,-4
C[C@H]1CN([C@@H](C)CO)C(=O)c2cc(-c3ccccc3F)cnc2O[C@@H]1CN(C)C,1.6,9
COc1ccc(NC(=O)Nc2ccc3c(c2)C(=O)N([C@H](C)CO)C[C@H](C)[C@@H](CN(C)S(=O)(=O)c2ccccc2)OCCCC[C@@H](C)O3)cc1,1.9,.
COCC(=O)N(C)C[C@H]1Oc2ncc(-c3ccc(C)cc3)cc2C(=O)N([C@@H](C)CO)C[C@@H]1C,-0.4,.
C[C@@H]1CN([C@@H](C)CO)S(=O)(=O)c2ccc(C3=CCCC3)cc2O[C@H]1CN(C)S(=O)(=O)c1ccc(F)cc1,0.0,-17
COc1cc2c(cc1O)CCC1C2CC[C@@]2(C)C1CC[C@@H]2O (stereo partly drawn),-0.3,.

# Remaining list, next part
canonical_smiles,IDH1 R132H inh,EZH2 inh
CCCC#Cc1ccc2c(c1)O[C@@H](CN(C)C(=O)C1CCCCC1)[C@H](C)CN([C@H](C)CO)S2(=O)=O,.,1
O=C(C[C@H]1C[C@H]2c3cc(NC(=O)Nc4ccc(F)cc4)ccc3O[C@H]2[C@H](CO)O1)NC1CCCC1,0.2,0
Cc1ccc(S(=O)(=O)Nc2ccc3c(c2)CC(=O)N([C@@H](C)CO)C[C@H](C)[C@@H](CN(C)S(=O)(=O)c2cn(C)cn2)O3)cc1,-28,.
CO[C@H]1CN(C)C(=O)c2ccc(NC(=O)C3CCOCC3)cc2OC[C@@H](C)N(C(C)=O)C[C@@H]1C,0.0,4
CC(C)(C)OC(=O)Nc1cccc(/C=N/NC(=O)c2ccccc2O)c1,-0.2,11
O=C(CCCCCCC(=O)Nc1ccccc1O)N/N=C/c1ccc(-c2ccccc2)c(F)c1,.,51*
O=C(C[C@@H]1C=C[C@@H](NC(=O)c2ccccc2)[C@@H](CO)O1)NCCc1ccncc1,0.1,-10
CO[C@H]1CN(C)C(=O)c2cc(NC(=O)Nc3ccccc3F)ccc2OC[C@@H](C)N(C(C)=O)C[C@H]1C,0.3,-4
CC(C)CC#Cc1cnc2c(c1)C(=O)N([C@H](C)CO)C[C@H](C)[C@H](CN(C)C(=O)CC1CC1)O2,-0.3,6
Cc1ccc(NC(=O)C(C)Sc2nnc(-c3ccc([N+](=O)[O-])cc3)n2-c2ccccc2)cc1 (stereo not drawn),-0.1,5
Cc1cccc(C)c1OC(=O)CCN1C(=O)C2C3C=CC(C4CC34)C2C1=O (stereo not drawn),-0.2,12
COCC(=O)Nc1ccc2c(c1)[C@H]1C[C@@H](CC(=O)NCCN3CCCCC3)O[C@@H](CO)[C@H]1O2,-0.2,17
CO[C@H]1CN(C)C(=O)c2cc(NC(=O)Cc3ccccc3)ccc2OC[C@H](C)N(C)C[C@H]1C,0.5,2
CN(C)CC(=O)Nc1ccc2c(c1)[C@@H]1C[C@@H](CC(=O)NCC3CC3)O[C@@H](CO)[C@@H]1O2,0.2,16
COc1ccc(NC(=O)N(C)C[C@H]2Oc3ncc(C#CCN(C)C)cc3C(=O)N([C@@H](C)CO)C[C@H]2C)cc1,-3.1,14
COc1ccc(NC(=O)Nc2ccc3c(c2)C(=O)N([C@@H](C)CO)C[C@H](C)[C@@H](CN(C)C)OCCCC[C@H](C)O3)cc1,1.6,-4
C[C@@H]1CN([C@@H](C)CO)C(=O)Cc2cc(NC(=O)c3ccncc3)ccc2O[C@@H]1CN(C)C(=O)Nc1ccc2c(c1)OCO2,6.4,.
C[C@H]1CN([C@@H](C)CO)C(=O)c2cc(NC(=O)Cn3cnnn3)ccc2O[C@H]1CN(C)C(=O)Nc1ccc(C(F)(F)F)cc1,1.4,.
CC1CC(Nc2ccccc2)c2ccccc2N1S(=O)(=O)c1ccc(Br)cc1 (stereo not drawn),0.5,-132
COc1ccc(NC(=O)Nc2ccc3c(c2)C(=O)N([C@@H](C)CO)C[C@@H](C)[C@@H](CN(C)S(=O)(=O)c2ccc(OC)cc2)O3)cc1,0.4,.
C[C@@H]1CN([C@@H](C)CO)C(=O)c2cccc(NC(=O)c3nc4ccccc4s3)c2O[C@@H]1CN(C)S(=O)(=O)c1ccc(F)cc1,1.1,.
COc1ccccc1NC(=O)Cc1c(OC)ccc2cc(Br)ccc12,-0.2,4
C[C@@H]1CN([C@@H](C)CO)C(=O)c2cc(NC(=O)Nc3ccc4c(c3)OCO4)ccc2O[C@H]1CN(C)Cc1ccccc1,.,-23
C[C@@H]1CCCCO[C@@H](CN(C)C(=O)Nc2cccc3ccccc23)[C@H](C)CN([C@@H](C)CO)C(=O)c2cc(N(C)C)ccc2O1,2.2,-8
COc1ccccc1-n1nnnc1SCC(=O)NC1CCCC1,-0.7,7
c1ccc(-c2oc3ncnc(NCCN4CCOCC4)c3c2-c2ccccc2)cc1,-0.5,3
C[C@@H]1CN([C@@H](C)CO)C(=O)c2cc(NC(=O)Nc3ccc(C(F)(F)F)cc3)ccc2O[C@H]1CN(C)S(=O)(=O)c1cccs1,-1.0,.
Cc1ccc([N+](=O)[O-])c(OCCSc2ncccn2)c1,0.7,-16
C[C@@H]1CN([C@@H](C)CO)C(=O)c2cc(C3=CCCCC3)cnc2O[C@H]1CN(C)Cc1cccc(F)c1,-0.8,3
C[C@H]1CN([C@@H](C)CO)C(=O)Cc2cc(NC(=O)Nc3ccc4c(c3)OCO4)ccc2O[C@H]1CN(C)C(=O)Nc1ccc(C(F)(F)F)cc1,0.3,.
CC(C)CC#Cc1ccc2c(c1)O[C@@H](CN(C)Cc1cccc(F)c1)[C@H](C)CN([C@@H](C)CO)S2(=O)=O,-1.4,21
CC(C)NC(=O)Nc1ccc2c(c1)CC(=O)N([C@H](C)CO)C[C@@H](C)[C@H](CN(C)S(=O)(=O)c1ccc(Cl)cc1)O2,2.5,10
O=C(C[C@H]1CC[C@H](NC(=O)C2CCOCC2)[C@H](CO)O1)Nc1ccc(-c2ccccc2)cc1,-0.1,1

# Given field by field: four of the compounds above.
C[C@@H]1CN([C@@H](C)CO)S(=O)(=O)c2ccc(C#CC3(O)CCCC3)cc2O[C@H]1CN(C)C(=O)Cc1ccncc1
  IDH1 R132H inh: .
  EZH2 inh: -5

COc1cccc(C(=O)Nc2ccc(NC(=O)C3CC=CCC3C(=O)O)cc2)c1 (stereo not drawn)
  IDH1 R132H inh: -0.6
  EZH2 inh: 9

C[C@H](CO)N1C[C@H](C)[C@H](CN(C)CC2CC2)Oc2c(NS(=O)(=O)c3ccc(F)cc3)cccc2C1=O
  IDH1 R132H inh: .
  EZH2 inh: 3

CC(C)[Si](OCCCNS(=O)(=O)c1ccc(Br)cc1)(C(C)C)C(C)C
  IDH1 R132H inh: .
  EZH2 inh: 44
